# tim23-1 inh = growth inhibitors of tim23-1 mutant yeast, primary screen, luminescence, uHTS | S. cerevisiae tim23-1 growth, BacTiter-Glo luminescence, 24 h | inhibition, % at 20 µM | actives 1.3% (n = 330,000);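 active = growth inhibition of the mutant yeast at or above 50%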;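 note: temperature-sensitive mutant grown at 25 °C; plate controls were DMSO-treated mutant yeast for no effect and medium wells lacking yeast for full effect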
# Mdm2 MdmX PPI = inhibitors of human Mdm2-MdmX association, primary screen, cell-based, luminescence, split luciferase, SaOS-2, uHTS. Protein Mdm4 (Homo sapiens) + E3 ubiquitin-protein ligase Mdm2 (Homo sapiens), …. SaOS-2 split-luciferase Mdm2/MdmX complementation. inhibition, % at 8 µM. actives 3% (n = 330,000);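 active = inhibition of at least 50% at 8 µM in the primary screen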
# Target sequence (O15151 whole entry, looked up): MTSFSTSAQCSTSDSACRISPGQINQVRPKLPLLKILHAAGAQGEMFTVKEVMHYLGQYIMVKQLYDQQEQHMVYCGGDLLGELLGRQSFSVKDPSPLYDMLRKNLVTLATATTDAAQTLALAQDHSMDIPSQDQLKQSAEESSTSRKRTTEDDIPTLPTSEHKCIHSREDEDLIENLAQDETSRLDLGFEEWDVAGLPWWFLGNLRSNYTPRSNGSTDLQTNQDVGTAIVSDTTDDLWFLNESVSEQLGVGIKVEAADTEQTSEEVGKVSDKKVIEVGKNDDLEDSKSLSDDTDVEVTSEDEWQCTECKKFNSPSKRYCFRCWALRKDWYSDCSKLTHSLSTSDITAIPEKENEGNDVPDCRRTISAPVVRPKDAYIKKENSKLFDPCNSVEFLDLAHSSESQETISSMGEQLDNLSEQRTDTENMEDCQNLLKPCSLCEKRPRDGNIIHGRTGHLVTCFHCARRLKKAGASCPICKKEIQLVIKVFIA
# Target sequence (Q00987 whole entry, looked up): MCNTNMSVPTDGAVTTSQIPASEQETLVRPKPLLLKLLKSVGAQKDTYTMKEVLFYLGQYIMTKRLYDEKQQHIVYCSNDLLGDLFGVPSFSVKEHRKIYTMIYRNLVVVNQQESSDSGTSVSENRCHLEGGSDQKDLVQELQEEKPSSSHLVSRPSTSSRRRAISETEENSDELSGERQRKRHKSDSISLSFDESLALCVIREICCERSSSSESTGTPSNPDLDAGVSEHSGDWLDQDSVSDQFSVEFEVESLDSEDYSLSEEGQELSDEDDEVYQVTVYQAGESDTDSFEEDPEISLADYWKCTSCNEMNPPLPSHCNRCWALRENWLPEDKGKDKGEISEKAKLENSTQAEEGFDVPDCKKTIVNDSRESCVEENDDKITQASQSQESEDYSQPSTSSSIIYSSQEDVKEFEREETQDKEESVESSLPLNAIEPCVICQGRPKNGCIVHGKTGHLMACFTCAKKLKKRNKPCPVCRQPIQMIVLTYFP
# NALP3 yeast inh = NALP3 inflammasome inhibitors in reconstituted yeast, primary screen, luminescence, uHTS | Yeast reconstituted NLRP3/ASC/caspase-1, beta-gal luminescence, 24 h | inhibition, % at 10 µM | actives 0.39% (n = 330,000) | AID 2825, 2010;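 active = inhibition of 50% or more; inactive = inhibition below 50%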;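 note: plate controls were induced DMSO wells for no effect and uninduced yeast grown without galactose for full effect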
# XBP1 UPR activ = activators of adaptive XBP1 UPR arm, primary screen, cell-based, CHO-XBP1 luciferase reporter, luminescence, uHTS; IRE1-XBP1 UPR activation; percent of tunicamycin response, DMSO as zero; activation, % at 20 µM; actives 0.33% (n = 330,000);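 active = versus positive control, 20 µM dose yields 30% or more activation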;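 note: 100% = tunicamycin at 10 µg/mL and 0% = DMSO only wells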
#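 Material: CHO cell line with stable XBP1 luciferase reporter; schedule: 16-18 h cell attachment at 37 °C, then 6 h compound exposure; signal: glow luminescence from Steady-Glo reagent; medium: serum-containing F12 medium, 10% FBS; benchmarks: tunicamycin 10 µg/mL and vehicle-only wells; read-out: percent activation relative to tunicamycin reference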
# tim10-1 inh = growth inhibitors of tim10-1 mutant yeast, primary screen, luminescence, uHTS | S. cerevisiae tim10-1 ts strain growth, BacTiter-Glo, 24 h | inhibition, % at 20 µM | actives 2.2% (n = 330,000) | AID 463190, 2010;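 active = inhibition of at least 40%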;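 note: mutant grown at 25 °C; 0% = DMSO wells with yeast and 100% = wells holding no yeast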
# NR3A LBD binder = binders of NR3A ligand-binding domain, primary screen, biophysical, differential scanning fluorimetry, uHTS | Tm shift relative to glycine control, % at 25 µM | actives 2.5% (n = 340,000) | NR3A LBD differential scanning fluorimetry, Tm shift; 0% = protein alone, 100% = glycine-bound protein | Glutamate receptor ionotropic, NMDA 3A (GRIN3A) ligand-binding domain;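 active = melting temperature shift of at least 10% of the positive control shift, at one fixed dose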
# TIM10 inh = growth inhibitors of isogenic TIM10 control yeast, primary screen, counter-screen for tim10-1 yeast inhibitor project, luminescence, uHTS; S. cerevisiae TIM10 strain growth, BacTiter-Glo luminescence, 24 h; AID 463195, 2010; inhibition, % at 10 µM; actives 1.4% (n = 330,000);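 active = inhibition of 40% or more at the single tested concentration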;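 note: wild-type TIM10 isogenic control strain grown at permissive 25 °C; 0% = DMSO yeast wells and 100% = minimal medium wells without yeast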
# CHOP UPR activ = activators of apoptotic CHOP UPR arm, primary screen, cell-based, CHO-CHOP luciferase reporter, luminescence, uHTS; UPR activation; percent of tunicamycin response over DMSO baseline; activation, % at 10 µM; actives 0.34% (n = 330,000); AID 449763, 2010;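 active = at 10 µM dose, activation of 40% or more, normalized to positive control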;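 note: 100% = tunicamycin at 10 µg/mL and 0% = DMSO alone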
#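 Test system: CHO CHOP reporter cells. Input: 500 CHO-CHOP cells per well. Medium: F12 with 10% FBS. Technique: luciferase luminescence. Measure: percent activation relative to tunicamycin control. Dosing: 10 µM compound, 0.5% DMSO. Timing: 16-18 h cell attachment, then 6 h compound exposure, 37 °C.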
# APJ agonist = agonists of human apelin receptor APJ, primary screen, CHO-K1 cells, PathHunter beta-arrestin, luminescence. P35414. 0% DMSO wells, 100% apelin. activation, % at 20 µM. actives 0.11% (n = 330,000);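 active = activation more than six SD over the plate average, tested at 20 µM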;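 note: 0% = DMSO alone and 100% = apelin-13 at 10 nM; some results filed as inactive read as strong as hits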
#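 Test system – PathHunter CHO-K1 APJ (AGTRL-1) beta-arrestin reporter cells · Input – 1000 cells/well · Compound – single test compound dose, 20 µM final, 1% DMSO · Times – compound stimulation 90 min at 25 °C, detection 60 min · Technique – beta-gal luminescence · Read-out basis – APJ–arrestin association signal · Control set – negative DMSO alone, positive Apelin-13 at 10 nM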
# Active calls of the source: *; / = no result given. An unsorted share of the library. Share with any hit: about 8.2%.
entry	Structure	tim23-1 inh	Mdm2 MdmX PPI	NALP3 yeast inh	XBP1 UPR activ	tim10-1 inh	NR3A LBD binder	TIM10 inh	CHOP UPR activ	APJ agonist
1	Cc1ccc2c3c(cccc13)-c1ccccc1C2=O	17	-57	2	1	4	-13	15	7.5	1
2	CCCNc1nc2c(c(=O)n(C)c(=O)n2C)n1CCCc1ccccc1	6	8	10	-5	8	-5	4	-3.6	0
3	COc1cccc(CN2CCSCC2)c1	-6	-27	1	4	-8	2	6	1.1	8
4	CS(=O)(=O)N(Cc1nc2sc3c(c2c(=O)[nH]1)CCCC3)C1CCCCC1	37	12	19	-1	26	-17	9	1.1	0
5	C/C=C(/C)C(=O)Nc1cccc(C2=NOC3(C2)C[C@@H](C(N)=O)N(C(=O)CC)C3)c1 (some centres undefined)	14	13	7	1	1	1	3	1.6	-2
6	CC(=O)Nc1ccc(S(=O)(=O)N2CCCC2)cc1	-10	12	5	-3	-9	-1	-3	-0.3	-2
7	COc1ccc(CNCCC2(C(C)C)CCOC(C)(C)C2)cc1 (centres undefined)	-21	-4	19	4	-11	-1	-12	0.9	-1
8	CS(=O)(=O)c1ccc2nc(NC(=O)c3ccc(=O)[nH]c3)sc2c1	3	28	-8	-2	2	-3	15	-0.9	-3
9	CC(=O)C1=C(C)NC(=S)NC1c1cccc([N+](=O)[O-])c1 (centres undefined)	2	7	-2	-2	12	-2	5	-0.7	-2
10	COc1ccc(C(=O)NC(C(=O)OCC(=O)Nc2sccc2C(N)=O)C(C)C)cc1 (centres undefined)	-13	8	-5	0	-9	2	2	0.6	0
11	Cc1cc(NC(=O)c2cc(-c3ccc(C)c(C)c3)nc3ccccc23)no1	7	19	13	-2	6	-7	21	1.5	-3
12	COc1cc(NC(=O)CCC(=O)c2cccs2)cc(OC)c1	12	7	4	-3	8	-1	3	-0.4	12
13	CC1CCCN(S(=O)(=O)c2ccc(NC(=O)c3cccc(-n4cnnn4)c3)cc2)C1 (centres undefined)	15	10	-2	-4	0	-3	1	0.6	1
14	COCCCNC(=O)c1ccc2c(=O)n(CC3CCCO3)c(=S)[nH]c2c1 (centres undefined)	10	13	5	-1	8	-1	-1	-3.4	-3
15	Cc1ccc(-n2c(SCC(=O)NC3CCS(=O)(=O)C3)nc3ccccc3c2=O)cc1 (centres undefined)	4	-21	6	-4	-1	-1	-8	1.1	-6
16	Cc1cnc(C(=O)OC(C)C(=O)NC2CCCc3ccccc32)cn1 (centres undefined)	-17	16	8	-1	-19	1	-3	0.8	-5
17	CC1CCN(C(=O)CSc2nnc(N)s2)CC1	-12	-5	9	-3	2	1	-9	0.5	3
18	C=CCC[C@H](Cc1ccc(F)cc1)C(=O)OC[C@@H](Cc1c[nH]c2ccccc12)NC(=O)[C@@H](CC=C)CC(=O)N[C@H](CO)Cc1ccccc1	17	-2	24	-2	3	-6	-1	1.8	2
19	COc1cccc(/C=N/NC(N)=S)c1OS(=O)(=O)c1ccccc1	2	4	14	2	20	-1	0	2.4	-4
20	Cc1ccc(CNC(=O)c2nnn(CC(=O)Nc3cc(C)cc(C)c3)c2N)cc1	-3	18	9	-2	8	20*	-11	-0.2	0

# Of the compounds above, these contain an aryl methoxy group:
entry	Structure	tim23-1 inh	Mdm2 MdmX PPI	NALP3 yeast inh	XBP1 UPR activ	tim10-1 inh	NR3A LBD binder	TIM10 inh	CHOP UPR activ	APJ agonist
3	COc1cccc(CN2CCSCC2)c1	-6	-27	1	4	-8	2	6	1.1	8
7	COc1ccc(CNCCC2(C(C)C)CCOC(C)(C)C2)cc1 (centres undefined)	-21	-4	19	4	-11	-1	-12	0.9	-1
10	COc1ccc(C(=O)NC(C(=O)OCC(=O)Nc2sccc2C(N)=O)C(C)C)cc1 (centres undefined)	-13	8	-5	0	-9	2	2	0.6	0
12	COc1cc(NC(=O)CCC(=O)c2cccs2)cc(OC)c1	12	7	4	-3	8	-1	3	-0.4	12
19	COc1cccc(/C=N/NC(N)=S)c1OS(=O)(=O)c1ccccc1	2	4	14	2	20	-1	0	2.4	-4

# Next compounds follow:
entry	Structure	tim23-1 inh	Mdm2 MdmX PPI	NALP3 yeast inh	XBP1 UPR activ	tim10-1 inh	NR3A LBD binder	TIM10 inh	CHOP UPR activ	APJ agonist
21	CCC(=O)NCCc1nc2cc(NC(=O)c3ccc(F)cc3)ccc2n1C	13	-45	5	-3	6	2	-6	3.4	-3
22	CCc1ccc([C@@H]2CC=C(C(=O)O)[C@H](c3ccccc3)N2S(=O)(=O)c2ccc(C)cc2)cc1	-5	-3	18	-2	24	-3	-17	0.4	-7
23	C#CCNC(=O)C1=C[C@@H](c2ccc(C(F)(F)F)cc2)C[C@@H](OCc2ccc(CO)cc2)O1	24	5	29	1	7	-8	3	0.2	8
24	[O-][n+]1c2ccccc2cc2ccccc21	-20	5	19	-1	-31	46*	13	-0.7	3
25	c1ccn(-c2ncnc3sc4c(c23)CCCC4)c1	29	32	-10	2	24	-4	0	0.0	-1
26	COc1cc2c(cc1OC)C(=O)N1[C@H]3c4cc(C)ccc4OC[C@@H]3[C@H](c3ccccc3)[C@]1(C)C(=O)N2	10	45	9	1	13	-1	11	3.7	-3
27	CC(=O)NC(Cc1c[nH]c2ccccc12)C(=O)NCCc1ccccn1 (centres undefined)	-4	9	-4	6	4	-2	-14	0.0	-2
28	COC(=O)c1ccc(/C=C/C(=O)c2ccc(OC)c(OC)c2)cc1	27	13	17	-6	36	-3	25	0.9	-1
29	CCCC(=O)Nc1ccc(C(=O)NNC(=O)c2ccccc2Br)cc1	9	6	0	-1	-3	0	-19	-2.8	-1
30	O=C(NCCCn1ccnc1)C(=O)c1c[nH]c2ccccc12	-2	-6	-10	0	10	-1	-2	1.2	1

# Part of the list above in order of formula weight, rising:
entry	Structure	tim23-1 inh	Mdm2 MdmX PPI	NALP3 yeast inh	XBP1 UPR activ	tim10-1 inh	NR3A LBD binder	TIM10 inh	CHOP UPR activ	APJ agonist
25	c1ccn(-c2ncnc3sc4c(c23)CCCC4)c1	29	32	-10	2	24	-4	0	0.0	-1
21	CCC(=O)NCCc1nc2cc(NC(=O)c3ccc(F)cc3)ccc2n1C	13	-45	5	-3	6	2	-6	3.4	-3
26	COc1cc2c(cc1OC)C(=O)N1[C@H]3c4cc(C)ccc4OC[C@@H]3[C@H](c3ccccc3)[C@]1(C)C(=O)N2	10	45	9	1	13	-1	11	3.7	-3

# Gathered by group, those above with an aryl thioether with sulfur outside any ring.
entry	Structure	tim23-1 inh	Mdm2 MdmX PPI	NALP3 yeast inh	XBP1 UPR activ	tim10-1 inh	NR3A LBD binder	TIM10 inh	CHOP UPR activ	APJ agonist
15	Cc1ccc(-n2c(SCC(=O)NC3CCS(=O)(=O)C3)nc3ccccc3c2=O)cc1 (centres undefined)	4	-21	6	-4	-1	-1	-8	1.1	-6
17	CC1CCN(C(=O)CSc2nnc(N)s2)CC1	-12	-5	9	-3	2	1	-9	0.5	3

# Further entries follow.
entry	Structure	tim23-1 inh	Mdm2 MdmX PPI	NALP3 yeast inh	XBP1 UPR activ	tim10-1 inh	NR3A LBD binder	TIM10 inh	CHOP UPR activ	APJ agonist
31	CC1(C(O)(C#CC[N+]2(C)CCCCC2)c2ccccc2)CCCC1 (centres undefined)	9	-4	6	0	-10	1	-17	0.5	-2
32	CCOc1cc(C(=O)Nc2ccncc2)cc(OCC)c1OCC	4	19	23	-3	2	2	-1	-2.7	0
33	CCOc1cccc(-c2nnc3sc(-c4ccco4)nn23)c1	-8	15	26	4	8	0	2	2.2	-5
34	O=c1nc2n(Cc3ccccc3)c3ccccc3cc-2c(=O)[nH]1	35	-5	7	1	29	/	7	4.4	4
35	CC(C)C(c1nnnn1Cc1ccc2c(c1)OCO2)N1CCN(c2ccccc2)CC1 (centres undefined)	-2	11	4	0	19	13*	-2	-1.8	-9
36	Cc1cccc(N2CCN(C(c3ccccc3)c3nnnn3CC3CCCO3)CC2)c1C (centres undefined)	29	26	14	0	23	-3	21	-0.3	-1
37	CC(=O)N1CCN(c2nc3ccc(Br)cc3s2)CC1	7	-39	9	0	8	0	-1	1.2	-3
38	COc1ccc(C(=O)N(CCCO)C(C)C(=O)NC2CCCCC2)cc1OC (centres undefined)	-7	1	3	0	8	-1	6	-0.9	-4
39	CC(=O)Nc1ccc(/C=N/OCC(=O)Nc2ccc(C)cc2)cc1	-6	-2	4	1	7	-5	-10	1.1	-3
40	COc1ccc(CCNC(=O)CSc2nc(-c3ccco3)cc(C(F)(F)F)n2)cc1OC	17	-12	7	-2	6	0	1	-1.2	1

# Values by screen from the entries so far:
# Nos. 32–40 in XBP1 UPR activ read -3, 4, 1, 0, 0, 0, 0, 1, -2

# (further entries)
entry	Structure	tim23-1 inh	Mdm2 MdmX PPI	NALP3 yeast inh	XBP1 UPR activ	tim10-1 inh	NR3A LBD binder	TIM10 inh	CHOP UPR activ	APJ agonist
41	COc1ccc(OCc2nn3c(-c4ccco4)nnc3s2)cc1	22	10	32	-2	20	-2	5	0.4	-4
42	COc1ccc(C(=S)N2CCC(C(N)=O)CC2)cc1Br	0	5	12	-4	-4	1	5	1.7	-3
43	C[C@H](NC(=O)c1nc[nH]c1C(=O)N[C@@H](Cc1ccccc1)C(=O)OC(C)(C)C)C(=O)OCc1ccccc1	18	7	8	-4	15	-12	19	-1.1	-1
44	Cc1ccc(CN(C(=O)c2ccccc2[N+](=O)[O-])C2CCS(=O)(=O)C2)o1 (centres undefined)	-2	-18	11	-7	-2	0	-11	0.1	2
45	CCOC(=O)C1CCN(CC(O)COCc2ccccc2)CC1 (centres undefined)	2	1	-2	-1	11	14*	-24	1.7	-2
46	COc1ccc(NCc2nnc(SCCN3CCCCC3)n2-c2ccc(C)cc2)cc1	-1	-11	10	4	11	-2	10	-0.2	-3
47	CC(C)CCn1c(=O)c2ccccc2n2c(CN(C)Cc3ccccc3)nnc12	36	21	19	-2	32	-1	34	-0.8	-5
48	O=C(O)CCCCCNS(=O)(=O)c1cccc2nsnc12	-4	10	12	-1	2	0	-5	1.7	-3
49	Cc1ccc(-n2c(-c3ccc(Cl)cc3Cl)n[nH]c2=S)cc1	23	0	18	-2	26	-2	20	-0.7	-4
50	O=C(Cn1nc(-c2ccccc2)ccc1=O)Nc1ccc(N2CCN(C(=O)c3ccccc3)CC2)cc1	-2	-25	-4	0	5	0	-1	1.5	1
51	COc1ccccc1-c1cc(C(=O)NC2CCCC2)no1	35	-41	53*	2	-4	-5	19	5.1	0
52	COC(=O)c1nc(NC(=O)c2cc(OC)c(OC)c(OC)c2)n[nH]1	0	3	-8	-6	-1	1	11	-1.3	-3
